# Bioassay records from PubChem.
# SUMO HTRF inh: blocks human SUMOylation mediated by UBC9 | actives 0.36% (n = 290,000) | AID 2006 | HTRF SUMOylation assay, SAE1/SAE2 + UBC9, in vitro | inhibition, % at 35 µM; in the data active = inhibition above about 50%, passing the limit was not always enough; also: strong numbers were not always called active
# MEKK3 PB1 HTS: modulators (inhibitors or enhancers) of MEK5 binding to human MEKK3 PB1 domain | Q99759 | bead-based flow cytometry, Alexa488-MEK5 binding to MEKK3; actives lie on both sides; 0 = blocked by unlabeled MEK5, 100 = vehicle | binding response (% of control), % at 10 µM | actives 1.4% (n = 290,000) | AID 1529;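 active = binding response more than 3 SD above or below the average of its plate-row segment, actives on both sides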;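 also: Alexa488 bead fluorescence after subtracting the streptavidin-only scavenger bead signal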
# p-CIP stab down: compounds decreasing mouse p/CIP protein stability; F442A p/CIP-EGFP cells, EGFP fluorescence, 16 h; actives 0.01% (n = 290,000); Q05BA5; decrease of EGFP signal, % at 10 µM; AID 1984;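 active = EGFP signal decrease of at least 30% at 10 µM or well 3 SD below plate mean, unless failing retest; inactive = the rest, including hits failing retest or dose response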; also: some compounds called inactive have numbers as strong as hits; many of its hits are not listed in these tables
# IDE act: IDE (human) activation, cell-based | P14735 | HEK cells, FAbeta-B cleavage, fluorescence polarization; 0% vehicle, 100% cell-free pure enzyme wells | activation, % at 5.96 µM | actives 0.073% (n = 340,000) | AID 493087;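 active = activation above the mean of all tested compounds plus 3 SD, set per screening campaign, cut at about 17% in these data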
# Target sequence (P14735 whole entry, looked up): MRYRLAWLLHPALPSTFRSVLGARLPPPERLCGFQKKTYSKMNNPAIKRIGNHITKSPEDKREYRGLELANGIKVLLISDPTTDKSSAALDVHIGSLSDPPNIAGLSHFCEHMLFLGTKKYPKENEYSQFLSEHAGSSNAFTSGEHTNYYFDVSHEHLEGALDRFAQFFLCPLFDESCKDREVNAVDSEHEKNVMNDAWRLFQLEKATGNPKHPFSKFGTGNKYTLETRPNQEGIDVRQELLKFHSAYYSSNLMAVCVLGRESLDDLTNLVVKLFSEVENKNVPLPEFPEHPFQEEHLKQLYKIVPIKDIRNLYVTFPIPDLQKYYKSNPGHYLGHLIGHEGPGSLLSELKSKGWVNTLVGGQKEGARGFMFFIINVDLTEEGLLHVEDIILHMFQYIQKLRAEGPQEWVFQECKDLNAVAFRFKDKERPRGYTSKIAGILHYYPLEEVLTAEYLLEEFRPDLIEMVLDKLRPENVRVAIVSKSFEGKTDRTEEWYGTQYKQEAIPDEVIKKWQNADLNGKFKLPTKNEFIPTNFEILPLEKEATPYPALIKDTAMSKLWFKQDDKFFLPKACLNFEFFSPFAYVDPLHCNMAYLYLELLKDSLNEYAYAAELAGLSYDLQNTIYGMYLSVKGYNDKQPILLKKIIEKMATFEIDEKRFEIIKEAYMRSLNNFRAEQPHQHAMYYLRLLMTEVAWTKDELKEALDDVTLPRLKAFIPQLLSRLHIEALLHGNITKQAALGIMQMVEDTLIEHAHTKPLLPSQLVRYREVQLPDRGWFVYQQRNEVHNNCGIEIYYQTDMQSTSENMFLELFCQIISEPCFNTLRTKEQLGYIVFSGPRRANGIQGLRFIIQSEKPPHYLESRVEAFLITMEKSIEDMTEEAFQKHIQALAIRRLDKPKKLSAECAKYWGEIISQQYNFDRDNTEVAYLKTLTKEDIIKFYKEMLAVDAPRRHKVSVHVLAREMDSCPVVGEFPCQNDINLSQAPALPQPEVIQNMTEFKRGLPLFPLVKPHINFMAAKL
# IDE inh: inhibitors of human insulin-degrading enzyme in cells; P14735; HEK cells, FAbetaB cleavage, fluorescence polarization; inhibition, % at 5.59 µM; actives 0.41% (n = 320,000); AID 434962;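 active = percent inhibition above the average of all tested compounds plus 3 SD, set per screening campaign, cut at about 16% in these data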;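 also: IDE supplied by intact live HEK cells; FP after avidin binding of uncleaved biotin substrate so inhibition keeps polarization high; 0% = DMSO wells and 100% = 60 µM reference IDE inhibitor Ii1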
# M18AAP inhibitor: blocks P. falciparum M18 aspartyl aminopeptidase | recombinant PfM18AAP, H-Glu-NHMec fluorogenic cleavage | inhibition, % at 7.35 µM | actives 1.2% (n = 290,000);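 active = inhibition above the campaign mean inhibition over all tested compounds plus 3 SD, cut at about 28% in these data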;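 also: 0% = plate median of test compound wells and 100% = 2 mM ZnCl2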
# MEKK2mut PB1 HTS: signal of MEK5 binding to mutant human MEKK2 PB1 domain; actives 0.35% (n = 290,000); bead flow cytometry, Alexa488-MEK5 binding to MEKK2 mutant; percent response, % at 10 µM; in the data active = percent response above about 24%, passing the limit was not always enough; also: inactives centre near 1; some results filed as inactive read as strong as hits; reference of the scale not given here
# NALP1 yeast inh: inhibitors of NALP1 inflammasome in yeast; S. cerevisiae NALP1/ASC/caspase-1 growth, X-gal OD620, 72 h; inhibition, % at 10 µM; AID 2071; actives 0.61% (n = 280,000); in the data active = inhibition mostly above about 24%, no sharp cut-off; inactive = mostly below about 32%; also: some compounds called inactive have numbers as strong as hits
# MEKK2 WT-MEK5: raises or lowers MEK5 binding to wildtype human MEKK2 PB1 domain. bead flow cytometry, Alexa488-MEK5 binding to MEKK2 WT; actives lie on both sides. binding response (% of control), % at 10 µM. actives 1.1% (n = 290,000). AID 1531; in the data active = binding response below about 67% or above about 130%
# An asterisk follows results filed as active; nt = not tested or not shown. An excerpt. The share of hits here may be higher or lower than overall.
SMILES,SUMO HTRF inh,MEKK3 PB1 HTS,p-CIP stab down,IDE act,IDE inh,M18AAP inhibitor,MEKK2mut PB1 HTS,NALP1 yeast inh,MEKK2 WT-MEK5
CCN(CC)S(=O)(=O)c1cc(NS(=O)(=O)c2cccc(Cl)c2)ccc1C,1,107,-14,10,-2,4,-2,nt,103
CCCNC(=O)NS(=O)(=O)c1cnccc1Sc1ccc(Cl)cc1,15,99,-1,4,2,-3,5,2,105
CCOC(=O)N1CCN(C(=O)C(=O)Nc2ccc3nc4n(c(=O)c3c2)CCCCC4)CC1,13,109,-13,6,-3,0,14,4,113
COc1ccc(Nc2ccc(N3C(=O)CCCC3=O)cc2[N+](=O)[O-])cc1OC,6,89,-10,6,0,0,-2,38,93
Cc1cccc(C)c1NC(=O)CN(C)c1ccc(C(F)(F)F)cn1,-9,105,0,-3,0,2,0,20,103
Cc1cccc(CC(=O)N2CCC(n3nccc3NC(=O)C3CC3)CC2)c1,10,105,-8,3,2,4,7,16,104
COc1ccc(CC(=O)NNc2ncnc3c2cnn3-c2ccc(C)cc2)cc1,24,96,2,5,3,-5,0,14,95
CCN(CC)C(=S)SCc1csc(CC(=O)Nc2ccccc2C)n1,-1,98,-4,-2,-1,4,1,17,94
CCC1SC2=NC(C)=C(C(=O)OC)C(c3ccc(C)cc3)N2C1=O (stereo not drawn),9,104,-1,8,-1,-4,6,-1,100
CC(C)(C)c1nnc(NC(=S)Nc2ccccc2)s1,-6,95,-356,3,-4,7,-3,-8,93
O=C(Nc1ccccc1)Nc1cccn(Cc2c(F)cccc2Cl)c1=O,22,105,-13,-4,5,0,0,-10,104
CCCCN(C(=O)c1ccc(N(C)S(=O)(=O)c2ccc(C)cc2)cc1)c1c(N)n(CCC)c(=O)[nH]c1=O,10,100,-14,-4,2,4,7,14,105
N/C(=N\OC(=O)c1ccc([N+](=O)[O-])cc1)c1cccnc1,3,125,4,4,-7,-5,2,29,110
O=C(NCCc1cccc(F)c1)C1CCC(=O)N(C2CCCCCC2)C1 (stereo not drawn),-10,102,12,0,nt,1,-6,4,98
O=C(NC1CCN(Cc2ccccc2)CC1)c1ccc(Cl)cc1Cl,10,102,-12,4,-6,-11,-1,12,108
COc1ccc(/C=N/Nc2nc(-c3ccc(C)cc3)c(NC(C)=O)s2)cc1,15,99,-3,2,3,16,9,-10,103
CCCN1C(=O)/C(=N\OCC(=O)NC23CC4CC(CC(C4)C2)C3)c2ccccc21,-20,89,4,3,-1,0,-1,38,97
CC1(C)N=c2ccc([N+](=O)[O-])c(N)c2=[N+]1[O-],-11,100,-17,4,1,6,2,1,98
Cc1cccc(C)c1NC(=O)C(C)N1CCCCC1 (stereo not drawn),13,98,1,4,2,-4,-5,-10,98
O=C(O)c1ccc(Cl)c2c1C1C=CCC1C(c1ccccn1)N2 (stereo not drawn),33,102,-14,nt,-1,-42,6,-3,104
O=C(NCCCN1CCOCC1)c1sc2cc([N+](=O)[O-])ccc2c1Cl,2,106,3,-7,4,59*,1,21,108
CC1=NCCN1S(=O)(=O)c1ccccc1[N+](=O)[O-],3,94,2,6,4,0,-2,16,99
COc1ccc(C(=O)N2CCC(c3ccccc3)CC2)c(OC)c1OC,0,134*,7,2,-4,-15,2,0,123
Cc1cccc(-c2noc(-c3ccccc3C(=O)NCC3CCCO3)n2)c1 (stereo not drawn),-17,101,-7,3,5,2,-4,-13,98
O=c1[nH]c2ccc(S(=O)(=O)N3CCN(c4ccccc4)CC3)cc2[nH]c1=O,20,100,-26,0,1,-9,2,8,100
NC(=O)c1nsc(C(=O)N(CC(=O)NCc2ccccc2)c2cccc(F)c2)c1N,-1,102,-2,6,2,4,5,2,102
Cc1cc(C(=O)Nc2ccccc2C)c2ccccc2n1,-6,101,10,3,2,4,-1,23,99
Cc1cc([N+](=O)[O-])ccc1NC(=O)CSc1nncn1-c1cccnc1,5,100,-5,4,6,-5,4,-7,97
Cc1nc(CN(C)C(=O)c2cc(COc3ccc4ncccc4c3)on2)cs1,14,nt,-38,2,4,-3,nt,-1,nt
Cc1nc2c(c(=O)c3ccccc3n2C)c(=O)n1C1CCCCCC1,2,90,-2,1,-2,-5,-8,nt,87
CCn1c(COc2ccccc2OC)nnc1SCC(=O)NC1CCCC1,13,102,-8,0,8,6,0,8,95
CCc1c(C)nc(Nc2nc(C)c3ccc(OC)cc3n2)[nH]c1=O,-4,101,-5,3,2,5,2,2,101
CCOC(=O)Cc1cc(-c2ccc(O)cc2)nc2ccc3ccccc3c12,32,90,-14,-3,3,2,-9,15,91
CNCCC(=O)N1c2ccccc2CCc2ccc(NC(=O)OC)cc21,9,106,-16,-2,2,-15,8,0,114
Cn1nnnc1NC(=O)c1ccccc1Cl,-3,105,5,1,4,-1,8,13,111
COCCNC(=O)C1CC(=O)N(CCc2ccccc2)C1 (stereo not drawn),13,105,0,-2,1,9,5,10,100
COc1ccc(C)cc1NS(=O)(=O)c1ccc2c(c1)N(C)CCO2,10,98,-15,5,2,-12,-4,15,96
Cc1ccc(NCc2nnc(SCC(=O)N3CCCCC3)n2CC2CCCO2)c(C)c1 (stereo not drawn),nt,98,nt,0,0,7,2,nt,100
COc1ccc(C(=O)Nc2nnc(SCC(=O)NCc3ccco3)s2)cc1OC,2,103,10,-3,4,-2,0,7,104
CCOC(=O)N1CCN(C(=O)c2ccc3c(c2)ncn3C2CCCC2)CC1,4,103,-1,-6,3,-3,0,4,99
Cc1ccc(-n2nnnc2-c2nc3ccccc3s2)cc1,10,99,-21,-4,-3,-4,-2,12,99
CSc1nc2ccsc2c(=O)n1-c1ccccn1,2,108,-2,2,0,-3,2,10,103
CCCN(CCC)C(=O)CC(c1ccccc1)C1CCOC(C)(C)C1 (stereo not drawn),2,83,-12,-4,0,4,-7,5,88
NC(=O)C[C@@H]1N[C@]2(C(=O)Nc3ccccc32)[C@@H]2C(=O)N(c3cc(C(F)(F)F)ccc3Cl)C(=O)[C@H]12,-4,93,1,5,3,-4,-4,4,91
CN(C(=O)COC(=O)c1nc(-c2ccccc2)n(-c2ccccc2)n1)C1CCS(=O)(=O)C1 (stereo not drawn),-12,95,4,-3,-3,-1,0,12,100
COc1ccc(CCNC(=O)C2CCN(S(C)(=O)=O)CC2)cc1,-4,101,-7,2,-1,-10,2,-8,105
Cn1cc(S(=O)(=O)N2CCC3(CC2)OCCO3)c(=O)n(C)c1=O,0,109,5,3,3,7,7,12,93
O=C(C[n+]1cc(-c2ccccc2)n2c1CCC2)N1c2ccccc2Sc2ccccc21,8,103,-2,0,3,-1,16,24,124
COc1ccc(CC(=O)N2CCN(c3ccccc3OC)CC2)cc1OC,2,104,1,0,-2,4,4,2,104
CCOc1cccc(CN2CCCC(C(=O)Nc3ccc(-c4ccn[nH]4)cc3)C2)c1O (stereo not drawn),8,106,12,4,-2,5,15,3,114
CCOc1ccc(C(C(=O)NC(C)(C)C)N(CCOC)C(=O)CCC(=O)Nc2ccccn2)cc1 (stereo not drawn),2,105,-16,5,-12,-10,2,3,101
O=C(N/N=C\c1ccc(CNS(=O)(=O)c2ccc(Cl)cc2)o1)C(=O)Nc1ccc(Oc2ccccc2)cc1,24,96,0,1,-7,-2,9,20,99
CS(=O)(=O)Cc1cccc(C(=O)NC2CCSc3ccccc32)c1 (stereo not drawn),-8,99,5,-1,7,-7,5,-2,98
COc1ccc(/C=N/Nc2nc(-c3cccc(S(=O)(=O)N4CCCC4)c3)cs2)cc1OC,10,99,-11,-3,1,8,-1,25,101
CCO[C@H]1OC(C(=O)NCc2nc3ccccc3[nH]2)=C[C@@H](c2csc3ccccc23)[C@@H]1CCCO,-6,107,-14,0,1,0,9,4,104
CC1(c2nnc(-c3ccncc3)o2)CC(c2c(Cl)cccc2Cl)=NO1 (stereo not drawn),6,96,1,-4,1,nt,-2,12,91
O=S(=O)(/C=C/c1ccccc1)N1CCN(c2cccc(Cl)c2)CC1,-7,99,2,5,1,-13,6,2,98
O=C(CCC(=O)NCCCc1ccccc1)NCCCc1ccccc1,18,90,-34,4,2,-7,-2,-11,88
O=C1CCC2CCCCC2(O)O1 (stereo not drawn),8,100,-8,0,-2,6,-1,17,98
CC(=O)NCCOC(=O)Nc1sc(=S)n(C)c1C,-30,113,4,-2,5,10,2,5,102

# Fetched one by one from the entries so far:
SMILES,SUMO HTRF inh,MEKK3 PB1 HTS,p-CIP stab down,IDE act,IDE inh,M18AAP inhibitor,MEKK2mut PB1 HTS,NALP1 yeast inh,MEKK2 WT-MEK5
O=C(CCC(=O)NCCCc1ccccc1)NCCCc1ccccc1,18,90,-34,4,2,-7,-2,-11,88
CS(=O)(=O)Cc1cccc(C(=O)NC2CCSc3ccccc32)c1 (stereo not drawn),-8,99,5,-1,7,-7,5,-2,98

# Rewritten with values under each structure: entries from further up
# Value order: SUMO HTRF inh | MEKK3 PB1 HTS | p-CIP stab down | IDE act | IDE inh | M18AAP inhibitor | MEKK2mut PB1 HTS | NALP1 yeast inh | MEKK2 WT-MEK5
Cn1cc(S(=O)(=O)N2CCC3(CC2)OCCO3)c(=O)n(C)c1=O
    0 | 109 | 5 | 3 | 3 | 7 | 7 | 12 | 93
O=C(C[n+]1cc(-c2ccccc2)n2c1CCC2)N1c2ccccc2Sc2ccccc21
    8 | 103 | -2 | 0 | 3 | -1 | 16 | 24 | 124
COc1ccc(CC(=O)N2CCN(c3ccccc3OC)CC2)cc1OC
    2 | 104 | 1 | 0 | -2 | 4 | 4 | 2 | 104
CCOc1cccc(CN2CCCC(C(=O)Nc3ccc(-c4ccn[nH]4)cc3)C2)c1O (stereo not drawn)
    8 | 106 | 12 | 4 | -2 | 5 | 15 | 3 | 114
CCOc1ccc(C(C(=O)NC(C)(C)C)N(CCOC)C(=O)CCC(=O)Nc2ccccn2)cc1 (stereo not drawn)
    2 | 105 | -16 | 5 | -12 | -10 | 2 | 3 | 101
O=C(N/N=C\c1ccc(CNS(=O)(=O)c2ccc(Cl)cc2)o1)C(=O)Nc1ccc(Oc2ccccc2)cc1
    24 | 96 | 0 | 1 | -7 | -2 | 9 | 20 | 99
CS(=O)(=O)Cc1cccc(C(=O)NC2CCSc3ccccc32)c1 (stereo not drawn)
    -8 | 99 | 5 | -1 | 7 | -7 | 5 | -2 | 98
COc1ccc(/C=N/Nc2nc(-c3cccc(S(=O)(=O)N4CCCC4)c3)cs2)cc1OC
    10 | 99 | -11 | -3 | 1 | 8 | -1 | 25 | 101
CCO[C@H]1OC(C(=O)NCc2nc3ccccc3[nH]2)=C[C@@H](c2csc3ccccc23)[C@@H]1CCCO
    -6 | 107 | -14 | 0 | 1 | 0 | 9 | 4 | 104
CC1(c2nnc(-c3ccncc3)o2)CC(c2c(Cl)cccc2Cl)=NO1 (stereo not drawn)
    6 | 96 | 1 | -4 | 1 | nt | -2 | 12 | 91
O=S(=O)(/C=C/c1ccccc1)N1CCN(c2cccc(Cl)c2)CC1
    -7 | 99 | 2 | 5 | 1 | -13 | 6 | 2 | 98
O=C(CCC(=O)NCCCc1ccccc1)NCCCc1ccccc1
    18 | 90 | -34 | 4 | 2 | -7 | -2 | -11 | 88
O=C1CCC2CCCCC2(O)O1 (stereo not drawn)
    8 | 100 | -8 | 0 | -2 | 6 | -1 | 17 | 98
CC(=O)NCCOC(=O)Nc1sc(=S)n(C)c1C
    -30 | 113 | 4 | -2 | 5 | 10 | 2 | 5 | 102
